IP6K1 inhibitor: blocks human inositol hexakisphosphate kinase 1; 140,000 tested, 0.81% active; activity change, % (series mostly up to about 58 µM); IP6K1 kinase, ADP-Glo luminescence, 2 h; active compounds read low; Q92551; in the data active means activity change below about -25%
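ADP-Glo luminescence measures ADP made by human IP6K1 during a 2 h RT reaction with ATP/IP6 (mix at 1.3 mM/130 uM); top library doses 57.5 and 19.1 uM final.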
FLuc inh: inhibitors of firefly (Photinus pyralis) luciferase; purified P. pyralis luciferase, luminescence, biochemical; Potency, µM (series often up to 115 µM), for inactives: top-dose activity change, negative = inhibition, usual class: inhibitors; 76,000 tested, 2.5% active; AID 1347043; further: potency means the concentration at half of the fitted maximal effect; nearly all actives have a fitted effect of over 65% in size
Target sequence (P08659 whole entry, looked up): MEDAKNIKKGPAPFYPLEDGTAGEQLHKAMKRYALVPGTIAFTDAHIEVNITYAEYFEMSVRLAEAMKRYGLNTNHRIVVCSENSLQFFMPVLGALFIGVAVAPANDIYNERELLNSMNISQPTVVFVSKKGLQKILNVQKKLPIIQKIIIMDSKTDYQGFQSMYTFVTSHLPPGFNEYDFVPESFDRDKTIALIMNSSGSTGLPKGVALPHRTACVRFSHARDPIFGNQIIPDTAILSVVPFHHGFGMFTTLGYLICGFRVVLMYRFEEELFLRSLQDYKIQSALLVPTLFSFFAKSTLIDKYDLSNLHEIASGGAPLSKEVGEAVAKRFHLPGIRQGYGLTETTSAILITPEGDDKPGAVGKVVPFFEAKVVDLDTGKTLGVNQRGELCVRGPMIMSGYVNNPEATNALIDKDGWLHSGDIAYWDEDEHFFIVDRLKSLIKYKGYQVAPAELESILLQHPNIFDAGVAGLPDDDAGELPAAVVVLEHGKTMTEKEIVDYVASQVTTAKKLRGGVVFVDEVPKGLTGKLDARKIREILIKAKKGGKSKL
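Purified 10nM P. pyralis luciferase with 10uM D-luciferin and 10uM ATP in 50mM Tris acetate pH 7.5, 10mM Mg acetate, 0.01% Tween-20, 0.05% BSA. qHTS titration; luminescence read by CCD imager.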
GPT2 inhibitor: blocks human glutamate pyruvate transaminase 2. Q8TD30. Recombinant GPT2, coupled pyruvate oxidase/HRP Amplex Red fluorescence. Potency, µM (top dose mostly 57.7 µM), without a hit: top-dose activity change, negative = inhibition, hits mostly inhibitors. 100,000 tested, 0.25% active. AID 1671188; further: potency means the concentration at half of the fitted maximal effect; nearly all actives have a fitted effect of over 60% in size; many of its hits are not listed in these tables
Target sequence (Q8TD30 whole entry, looked up): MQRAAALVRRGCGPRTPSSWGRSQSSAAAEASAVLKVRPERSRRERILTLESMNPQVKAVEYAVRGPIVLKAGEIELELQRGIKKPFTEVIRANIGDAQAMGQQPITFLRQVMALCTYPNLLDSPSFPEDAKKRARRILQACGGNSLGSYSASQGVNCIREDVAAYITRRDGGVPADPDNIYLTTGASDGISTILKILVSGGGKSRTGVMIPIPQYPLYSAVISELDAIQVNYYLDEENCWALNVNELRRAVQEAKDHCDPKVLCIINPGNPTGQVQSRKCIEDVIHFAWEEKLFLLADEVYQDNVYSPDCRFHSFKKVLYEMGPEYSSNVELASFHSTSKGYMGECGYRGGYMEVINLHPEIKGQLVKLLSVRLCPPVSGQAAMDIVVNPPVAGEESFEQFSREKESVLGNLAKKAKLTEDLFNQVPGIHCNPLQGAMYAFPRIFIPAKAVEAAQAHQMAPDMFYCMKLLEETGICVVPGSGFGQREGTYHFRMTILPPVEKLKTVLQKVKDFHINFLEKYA
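Recombinant GPT2 (10ng/uL) with 250uM a-KG and 2mM L-alanine, 30 min at room temperature, in HEPES pH 7.5 buffer. Pyruvate detected by pyruvate oxidase/HRP/Amplex Red fluorescence after 30 min in the dark; AOA (50uM) as positive control.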
HEK293 tox: kills HEK 293 cells; Potency, µM (highest dose often 115 µM), without a hit: at the highest dose activity change, negative = cytotoxicity, usual class: inhibitors; 94,000 tested, 6.6% active; HEK 293 viability, ATP luminescence (CellTiter-Glo), 48-72 h; further: potency means the concentration at half of the fitted maximal effect; nearly all actives have a fitted effect of over 60% in size
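HEK 293 cells at 250 cells/well were exposed to compounds by pintool transfer for 48 or 72 hr at 37 degree Celsius, 5% CO2. Viability was read as ATP-coupled luminescence with CellTiter-Glo after 10 min at room temperature.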
SNCA expr inhib: inhibitors of alpha-synuclein (SNCA) gene expression; HEK-293 SNCA-luciferase knock-in, luminescence, 24 h; Potency, µM (titrated, usually from 57.2 µM), inactives show at the highest dose activity change, negative = inhibition, actives largely listed as inhibitors; 140,000 tested, 0.17% active;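 further: potency means the concentration at half of the fitted maximal effect; plate controls were DMSO cells for no effect and cell-free wells for full effect; nearly all actives have a fitted effect of over 45% in size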
SNCA viab count: cell viability loss counter-screen; 150,000 tested, 0.12% active; HEK-293-SNCA-luc viability, GF-AFC fluorescence, 24 h; AID 1671193; Potency, µM (series often up to 57.1 µM), for the others: top-dose activity change, negative = cytotoxicity, actives largely listed as cytotoxic;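 further: potency means the concentration at half of the fitted maximal effect; 0% = DMSO-treated cells and -100% = medium-only wells without cells; nearly all actives have a fitted effect of over 30% in size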
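HEK-293-SNCA-luc cells (1500/well) plated 24 h, then exposed 24 h to a dilution series; GF-AFC added 30 min at 37C, fluorescence 405/540 nm; normalised to medium-only and DMSO wells, Hill fit.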
NIH3T3 tox: cytotoxic compounds in NIH 3T3 cells; NIH 3T3 viability, CellTiter-Glo ATP luminescence, 48-72 h; Potency, µM (highest dose often 96.7 µM), without a hit: at the top dose activity change, negative = cytotoxicity, usual class: inhibitors; 94,000 tested, 4.3% active; further: potency means the concentration at half of the fitted maximal effect; nearly all actives have a fitted effect of over 55% in size
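ATP-dependent luminescence (CellTiter-Glo) served as the viability signal for NIH 3T3 cells treated with compound for 48 or 72 hr at 37 °C.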
The depositor's hits bear a star; i = inactive; ? = inconclusive; nt = no result given; [ ] = dose if it differs, or a comment. Unless noted, the call rests on the fitted dose curve; in most records, active means well fitted curve in the direction sought with a large enough effect; inconclusive means small, poorly fitted or top-dose-only effect, or another doubt; inactive means no such curve, though single readings can be large; an effect the other way counts as inactive or inconclusive. Unless noted, on the % scale 0 is the no-effect control and ±100 the full control effect.

Sample of the layout:
SMILES | IP6K1 inhibitor | FLuc inh | GPT2 inhibitor | HEK293 tox | SNCA expr inhib | SNCA viab count | NIH3T3 tox
O=C(C1CC1)N1CCCC(c2nn(-c3ccc(Cl)cc3)c(=O)[nH]2)C1 (stereo not drawn) | 10 | -10% | i | -8% | ? | 7% | -21%
O=C(c1cn[nH]c1-n1cnnn1)N1CCn2nc(Cc3ccccc3)cc2C1 | 18 | -4% | -10% | -15% | 3% | 1% | -12%

All compounds of this part, from the first entry:
SMILES | IP6K1 inhibitor | FLuc inh | GPT2 inhibitor | HEK293 tox | SNCA expr inhib | SNCA viab count | NIH3T3 tox
O=C(C1CC1)N1CCCC(c2nn(-c3ccc(Cl)cc3)c(=O)[nH]2)C1 (stereo not drawn) | 10 | -10% | i | -8% | ? | 7% | -21%
O=C(c1cn[nH]c1-n1cnnn1)N1CCn2nc(Cc3ccccc3)cc2C1 | 18 | -4% | -10% | -15% | 3% | 1% | -12%
Cc1ccc2c(c1)-c1nc(-c3ccc4c(c3)NC(=O)CO4)cc(-c3ccc(Cl)cc3)c1CO2 | 1 | nt | nt | nt | -12% | 3% | nt
CC(C)(C)CC(=O)NC[C@H]1OC[C@@H](NC2CCCC2)[C@@H]1O | 3 | -3%[172 µM] | i | 1%[172 µM] | -1%[87.6 µM] | 1%[87.6 µM] | 3%[138 µM]
COc1ccc2[nH]c3c(c2c1)CCN(C)C31CCN(C(=O)c2cccnc2)CC1 | 17 | 8% | i | ? | ? | 1%[12.5 µM] | -20%
COCCN1CCC(CN(Cc2ccncc2)C(=O)c2ccc(F)c(C)c2)CC1 | 0 | 2% | -7% | -12% | -16% | 9% | -15%
COc1ccccc1OC1(C(=O)O)CCN(Cc2cnn(C(C)C)c2)CC1 | 0 | -4% | -11% | -9% | -19% | 16% | -6%
C[C@@H](NCC1CCCC1)c1onc(-c2cccnc2)c1C(=O)O | 12 | -1%[172 µM] | -11%[88.5 µM] | i | -1%[87.6 µM] | 5%[87.6 µM] | i
COCCNC(=O)Cc1c[nH]c2ncc(-c3cccnc3)cc12 | 4 | 5%[172 µM] | 3%[88.5 µM] | -22%[172 µM] | 5%[87.6 µM] | 12%[87.6 µM] | ?
COc1ccc(C(=O)CC2(O)C(=O)Nc3c(C)cccc32)c(OC)c1OC (stereo not drawn) | -6 | nt | nt | nt | -3% | 8% | nt
CCC(=O)N1CCC(Cc2noc(-c3ccccc3)n2)C1 (stereo not drawn) | -4 | -7% | i | -22% | 42%[activator] | 6% | -32%
CN1CCN(C(=O)c2cnn(-c3cccc(F)c3)c2C2CCN(C(=O)OC(C)(C)C)CC2)CC1 | 15 | nt | nt | nt | 20% | -22% | nt
O=C1Nc2ccccc2O[C@H]2C[C@@H]1N(C(=O)c1ccc(Cl)cc1)C2 | 3 | 2%[172 µM] | -9%[88.5 µM] | i | 4%[87.6 µM] | -2%[87.6 µM] | i
COC[C@@H]1CN(Cc2cc(C)nn2C)C[C@H]1c1nc(C2CC2)no1 | 2 | 1% | ? | 0% | ? | -2% | -4%
COc1ccc(CC(=O)N2CCC3(CC2)CC(N[S+](C)(=O)[O-])c2ccccc23)cc1 (stereo not drawn) | -6 | nt | 0% | -9% | -16% | -4% | -13%
O=C(CCc1nc2ccccc2s1)N1CCC(Cc2noc(C3CCOCC3)n2)C1 (stereo not drawn) | 8 | -9% | 0% | ? | -6% | 6% | -16%
CCCN1CCCc2cc(CN(CCCN3CCOCC3)C(=O)Nc3ccc(OCC)cc3)ccc21 | 3 | nt | nt | nt | 26% | -6% | nt
COc1cccc(C2c3c(oc4ccc(C)cc4c3=O)C(=O)N2CCCN2CCOCC2)c1OC (stereo not drawn) | -25* | nt | nt | nt | -6% | -3% | nt
O=C(NCCc1ccccc1)C1CCN(c2nccc(Nc3ccccc3Cl)n2)CC1 | 0 | nt | -4% | ? | 8% | -14%[12.5 µM] | ?
Cc1oc(-c2ccc(C(=O)NCc3ccc(F)cc3)cc2)nc1CS(=O)c1ccccc1 (stereo not drawn) | -6 | nt | nt | nt | ? | -5% | nt
COc1ccc(C(=O)N2CC(c3nnc(-c4ccncc4)o3)C3(CCOCC3)C2)c(C)c1 (stereo not drawn) | 27 | -3% | 5% | 1% | -7% | 3% | -5%
CCOC(=O)C1CCN(C(=O)Cn2ncc3c4ccccc4n(Cc4ccccc4F)c3c2=O)CC1 | 16 | nt | nt | nt | 7% | 7% | nt
CC(Oc1ccccc1)C(=O)N1CC(Oc2ccc(-c3nc(-c4ccccc4)no3)cc2)C1 (stereo not drawn) | 23 | nt | i | ? | 45%[activator] | -6% | ?
CC(C)(C)C(=O)Nc1nc2c(s1)C[C@@H]1[C@](C)(CO)[C@H](O)CC[C@@]1(C)[C@@H]2CC(=O)Nc1cccc(O)c1 | -5 | -19% | i | -23% | 0% | -10% | ?
COc1ccccc1CNC(=O)CSc1ncc2c(n1)-c1ccccc1N(Cc1ccc(C)cc1)S2(=O)=O | 2 | nt | nt | nt | ? | 3% | nt
COc1ccc(NC(=O)CCS(=O)(=O)c2cc(Br)cc3c2N(C(C)=O)CC3)c(OC)c1 | -18 | nt | nt | nt | 0% | 4% | nt
COc1ccc(CNC(=O)Cc2csc3ccccc23)cc1OC | -17 | nt | nt | nt | 99%[activator] | 8% | nt
CN(C)C[C@@H]1CN(Cc2ccccc2)C[C@H]1NC(=O)c1cn(C)cn1 | -12 | 10% | i | 2% | -6% | -9% | i
CC(=O)Nc1ccc(S(=O)(=O)N[C@H]2C[C@@H](c3nc(-c4ccccc4)no3)N(C)C2)cc1 | -5 | ? | i | 40µM* | -2% | -20% | ?
COC(=O)c1cccc(Nc2c(-c3ccc(O)c(OC)c3)nc3nc[nH]n23)c1 | -25 | nt | nt | nt | 50%[activator] | ? | nt
Cc1nc2c(c(-c3ccc(O)cc3)n1)CN(C(=O)c1ccccc1C)CC2 | -21 | -2% | i | -13% | 8% | 6% | -15%
Cn1nc(C2CC2)cc1NC(=O)C1CCCC1 | 5 | nt | i | i | 12%[87.6 µM] | -8%[87.6 µM] | -13%[138 µM]
O=C(NCc1ccccc1Cl)c1noc(-c2ccc3c(c2)OCO3)n1 | 0 | ? | 1% | ? | 37%[activator] | -2% | ?
Cc1cc(C(=O)N2CCc3nnc([C@@H]4C[C@@H](O)CN4C(C)C)n3CC2)n(C)n1 | -2 | 5% | 3% | i | 20% | 4% | 2%
COCc1nc(C2CCCN(C(=O)c3ccc(OC)nc3OC)C2)no1 (stereo not drawn) | -8 | 2% | i | 9% | -6% | 12%[12.5 µM] | -3%
Cc1cc(C)n(CCC(=O)NCC23CCCC=C2N(CC2CC2)C(=O)CC3)n1 (stereo not drawn) | -13 | 2% | i | ? | -6% | 4% | ?

Ordered by SMILES length (falling): part of the list above.
SMILES | IP6K1 inhibitor | FLuc inh | GPT2 inhibitor | HEK293 tox | SNCA expr inhib | SNCA viab count | NIH3T3 tox
CC(Oc1ccccc1)C(=O)N1CC(Oc2ccc(-c3nc(-c4ccccc4)no3)cc2)C1 (stereo not drawn) | 23 | nt | i | ? | 45%[activator] | -6% | ?
O=C(C1CC1)N1CCCC(c2nn(-c3ccc(Cl)cc3)c(=O)[nH]2)C1 (stereo not drawn) | 10 | -10% | i | -8% | ? | 7% | -21%
COc1ccccc1OC1(C(=O)O)CCN(Cc2cnn(C(C)C)c2)CC1 | 0 | -4% | -11% | -9% | -19% | 16% | -6%

(continued)
SMILES | IP6K1 inhibitor | FLuc inh | GPT2 inhibitor | HEK293 tox | SNCA expr inhib | SNCA viab count | NIH3T3 tox
COCCNC(=O)CCc1c(C)nn(-c2ccc(F)cc2)c1Oc1ccc(F)cc1F | 0 | -11% | -5% | ? | 10% | -5% | 25µM*
FC(F)(F)c1cccc(Nc2cnc3ccc(-n4ccnc4)nn23)c1 | -16 | 2%[172 µM] | ? | ? | ? | 9%[87.6 µM] | ?
O=C(N1CC(Oc2ccc(-c3nc(-c4ccccc4)no3)cc2)C1)C1(c2ccccc2)CC1 | 13 | -18% | i | 22µM* | -19% | 1% | ?
O=C(c1n[nH]c2ccccc12)N1CCC(Cc2nc(-c3ccncc3)n[nH]2)CC1 | 13 | 2% | -14% | 5% | -2% | 10% | ?
Cc1cccc(-c2nc3cc(C(=O)NC4CCCCCC4)ccc3o2)n1 | 21 | nt | 1% | ? | 140%[activator] | -14% | ?
COc1ccc2[nH]c3c(c2c1)CCNC31CCN(C(=O)c2c(C)noc2C)CC1 | -2 | 6% | i | ? | ? | 2%[12.5 µM] | -18%
COc1ccc(-c2ccc3ncc(Nc4ccnc(N5CCOCC5)c4)n3n2)cn1 | -15 | -14%[172 µM] | 3%[88.5 µM] | 28µM* | 7%[87.6 µM] | ? | 22µM*
COc1cccc(CNC(=O)Cn2nc3c(cc2=O)CCCC3)c1OC | 6 | nt | nt | nt | 8% | 2% | nt
CCOc1ccc(-n2c(Cc3ccccc3)nnc2SCc2nc(-c3ccccc3OC)no2)cc1 | -8 | nt | nt | nt | ? | -26% | nt
OC[C@@H]1CNC[C@H]1C1CCN(Cc2ccncc2F)CC1 | 12 | 1% | i | i | 9% | 1%[12.5 µM] | 0%
COc1ccc(NC(=O)[C@@H]2C[C@H](c3ccc(F)cc3)N([S+](=O)([O-])C3CC3)C2)cc1OC | 12 | -5% | -12% | ? | 9% | -2% | -28%
O=C(COc1ccc(-c2nnc3n2CCCC3)cc1)N1CCN(c2ccccc2F)CC1 | -3 | -12% | -8% | -20% | ? | 5% | -28%
O=C(Nc1ccccc1)N1CCCC(C(=O)N2CCCC(c3nc4ncccc4[nH]3)C2)C1 (stereo not drawn) | 8 | nt | -6% | 2% | -11% | -5% | -9%
Cc1cnc(CC2CCN(C(=O)Nc3ccc4c(c3)OCCO4)C2)n1C1CC1 (stereo not drawn) | 16 | nt | ? | -3% | 3% | -3% | -17%
O=C(NCc1ccccc1)c1cnc2n1CCN(Cc1cccc(O)c1)CC2 | 7 | -2%[172 µM] | 2%[88.5 µM] | ? | -21%[87.6 µM] | -7%[87.6 µM] | ?
CCC1=C(c2ccc(C)cc2)S(=O)(=O)N=C1N1CCC(C(=O)Nc2ccccc2F)CC1 | -17 | nt | nt | nt | 6% | -3% | nt
CN(CC1CCOCC1)C(=O)c1ccc(F)c(Cl)c1 | 28 | -14% | i | -5% | 4% | 1% | -13%
N#Cc1ccccc1NC(=O)c1cc2c(=O)n3ccccc3nc2s1 | 7 | nt | nt | nt | -5% | 24% | nt
COc1ccc(OCC(=O)NC2CC(=O)N(c3ccc4c(c3)OCCO4)C2)cc1 (stereo not drawn) | -4 | nt | nt | nt | -1% | -6% | nt
CC1CCN(S(=O)(=O)c2ccc3nc(-c4cccnc4)cc(C(=O)NCCCOC(C)C)c3c2)CC1 | 5 | nt | nt | nt | -18% | -17% | nt

A portion of the library. The share of hits here may be higher or lower than overall.
